MCL1-BIM inh = inhibitors of MCL1 binding to BIM-BH3, primary screen, biochemical, fluorescence polarization; AID 2057, 2009; GST-MCL1 / FITC-Bim-BH3 fluorescence polarization; inhibition, % at 10.9 µM; Induced myeloid leukemia cell differentiation protein Mcl-1 (Homo sapiens), Q07820; hit rate 0.68% among 320,000;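 active = inhibition above the mean inhibition of all tested compounds plus 3 SD, set per campaign, cut at about 40% in these data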;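 also: 0% = DMSO wells and 100% = unlabeled Bim-BH3 peptide control; higher means more loss of mP so more displacement of Bim peptide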
TPT1 inh = Candida albicans TPT1 enzyme inhibitors, primary screen, biochemical, fluorescence polarization. tRNA 2'-phosphotransferase TPT1 (Candida albicans SC5314). recombinant caTPT1, FP RNA substrate dephosphorylation. inhibition, % at 5 µM. hit rate 0.81% among 300,000. AID 1962, 2009;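 active = inhibition above the mean of all tested compounds plus 3 SD, set per screening campaign, cut at about 24% in these data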;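 also: plate controls were DMSO alone for no effect and ferristatin control at 100 nM for full effect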
Fam108B inh = mouse Fam108B serine hydrolase inhibitors, primary screen, counter-screen for RBBP9 inhibitor project, biochemical, fluorescence polarization; recombinant Fam108B, FP-Rh probe fluorescence polarization; inhibition, % at 9.51 µM; hit rate 0.33% among 300,000; AID 1947, 2009;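 active = inhibition above the screen mean inhibition plus 3 SD, computed separately per campaign, cut at about 18% in these data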;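 also: inhibitors lower polarization as less probe binds the enzyme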
PME-1 primary = PME-1 inhibitors via competitive probe labeling, primary screen, biochemical, fluorescence polarization, FP-Rh probe, HTS; hit rate 0.53% among 320,000; Protein phosphatase methylesterase 1 (Homo sapiens), Q9Y570; inhibition, % at 5.9 µM; recombinant PME-1;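 active = inhibition above the campaign mean of all compounds plus 3 SD, cut at about 26% in these data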;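 also: competitive labeling of PME-1 active site by serine hydrolase directed probe; 0% = PME-1 with DMSO and 100% = wells lacking PME-1 enzyme; inhibitors block probe labeling so polarization falls and inhibition rises; many of its hits are not listed in these tables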
GSTO1 counter = inhibitors of recombinant GSTO1, primary screen, counter-screen for RBBP9 inhibitor project, biochemical, fluorescence polarization | Glutathione S-transferase omega-1 (Homo sapiens), P78417 | hit rate 1.1% among 300,000 | inhibition, % at 5.96 µM | activity-based probe fluorescence polarization;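 active = inhibition above the campaign mean inhibition plus 3 SD, cut at about 35% in these data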;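 also: 0% = GSTO1-1 with DMSO and 100% = wells lacking GSTO1-1 enzyme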
Target sequence (P78417 whole entry, looked up): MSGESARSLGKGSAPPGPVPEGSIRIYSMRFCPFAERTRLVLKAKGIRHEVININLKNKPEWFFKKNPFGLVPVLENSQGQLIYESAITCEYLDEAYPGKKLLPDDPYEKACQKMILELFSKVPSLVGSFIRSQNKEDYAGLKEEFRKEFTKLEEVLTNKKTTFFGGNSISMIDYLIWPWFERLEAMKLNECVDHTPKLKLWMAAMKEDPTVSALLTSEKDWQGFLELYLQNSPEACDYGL
MEX-5 binding = MEX-5 zinc finger RNA-binding disruptors – biochemical, C. elegans, fluorescence polarization, MLPCN library, primary screen | hit rate 0.38% among 300,000 | activity score (negative = inhibition of binding), % at 10 µM | AID 1832, 2009 | MEX-5/FITC-TCR2 RNA binding; active compounds read low | Zinc finger protein mex-5 (Caenorhabditis elegans), Q9XUB2;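 active = inhibition past about -25% in most replicates, and total fluorescence under double the plate's negative control median, limit read from the data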;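 also: 0% = DMSO and -100% = 5 µM competing unlabeled TCR2 RNA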
BCLXL inh = inhibitors of human Bcl-xL, primary screen, biochemical, fluorescence polarization, HTS. Bcl-2-like protein 1 (Homo sapiens), Q07817. GST-Bcl-xL / FITC-Bim BH3 peptide fluorescence polarization. inhibition, % at 10.9 µM. hit rate 0.7% among 320,000. AID 2129, 2009;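 active = inhibition above the mean of all tested compounds plus 3 SD, cutoff set per campaign, cut at about 30% in these data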;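 also: 0% = DMSO wells and 100% = unlabeled Bim-BH3 peptide competitor; inhibitors lower millipolarization by displacing the labeled peptide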
Target sequence (Q07817 whole entry, looked up): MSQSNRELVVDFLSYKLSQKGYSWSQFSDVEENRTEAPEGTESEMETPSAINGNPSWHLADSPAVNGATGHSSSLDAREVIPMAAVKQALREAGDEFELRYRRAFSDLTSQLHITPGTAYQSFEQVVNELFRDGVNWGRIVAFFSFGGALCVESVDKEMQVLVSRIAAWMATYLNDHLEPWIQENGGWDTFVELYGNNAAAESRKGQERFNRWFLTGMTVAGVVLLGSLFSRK
PAD4 FP inh = human PAD4 inhibitors, primary screen, biochemical, fluorescence polarization, 1536-well format; recombinant PAD4, RCA probe fluorescence polarization; hit rate 0.41% among 330,000; Protein-arginine deiminase type-4 (Homo sapiens), Q9UM07; inhibition, % at 6.36 µM;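 active = percent inhibition above a cutoff equal to the mean of all tested compounds plus 3 SD, cut at about 15% in these data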;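 also: 0% = PAD4 with RCA probe and DMSO and 100% = probe without PAD4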
GLD-1 TGE inh = GLD-1/TGE RNA complex disruptors, primary screen, biochemical, fluorescence polarization; Female germline-specific tumor suppressor gld-1 (Caenorhabditis elegans), Q17339; inhibition, % at 5.96 µM; hit rate 0.44% among 320,000; purified GLD-1 + fluorescein TGE RNA;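 active = percent inhibition above a per-plate cutoff, the plate mean of test compounds plus 3 SD, cut at about 30% in these data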;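 also: 0% = DMSO wells with GLD-1 and probe and 100% = wells lacking GLD-1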
Target sequence (Q17339 whole entry, looked up): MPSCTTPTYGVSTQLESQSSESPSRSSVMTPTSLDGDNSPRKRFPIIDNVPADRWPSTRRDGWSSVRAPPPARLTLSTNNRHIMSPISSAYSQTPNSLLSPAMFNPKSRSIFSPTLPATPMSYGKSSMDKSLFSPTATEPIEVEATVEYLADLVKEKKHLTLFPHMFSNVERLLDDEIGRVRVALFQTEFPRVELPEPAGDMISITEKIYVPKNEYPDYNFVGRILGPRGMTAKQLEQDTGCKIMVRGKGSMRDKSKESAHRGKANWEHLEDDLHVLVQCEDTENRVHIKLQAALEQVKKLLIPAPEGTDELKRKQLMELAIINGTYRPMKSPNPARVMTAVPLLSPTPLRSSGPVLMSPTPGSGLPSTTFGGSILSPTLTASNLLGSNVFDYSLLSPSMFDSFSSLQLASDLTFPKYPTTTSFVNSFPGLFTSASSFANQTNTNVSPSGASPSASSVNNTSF
Starred values were filed as active, the others as inactive; . = not tested or not shown. These rows are one share of the data; rates above refer to the full screens.

SMILES	MCL1-BIM inh	TPT1 inh	Fam108B inh	PME-1 primary	GSTO1 counter	MEX-5 binding	BCLXL inh	PAD4 FP inh	GLD-1 TGE inh
COc1cc(CC(=O)Nc2ccc3nc(SC)sc3c2)cc(OC)c1OC	-7	-3	-3	4	2	.	2	1	-5
Cc1cccc(NC(=O)N(Cc2cc3cc(C)ccc3[nH]c2=O)CC2COCCO2)c1 (configuration not stated)	0	3	-4	-1	0	-1.6	4	-4	1
CN(C)/C=C/C(=O)c1cnc2sccn2c1=O	8	-2	-1	3	7	-1.9	10	-2	-1
Cc1cccc(-n2ncc3c(N4CCC(C)CC4)ncnc32)c1	3	-1	0	3	-2	1.0	2	-2	-1
CCC1C(=O)CC(c2ccco2)NC1c1ccco1 (configuration not stated)	15	-2	0	-3	-1	-0.3	12	-1	-1
CCOC(=O)CCc1c(C)nc(SCCCn2c(=O)[nH]c3ccccc32)c(C#N)c1C	1	1	-4	26*	1	-1.2	1	-5	6
O=C1N=C(N2CCOCC2)CS1	-3	3	0	-7	-6	1.2	3	2	-2
CC1CCN(S(=O)(=O)c2ccc(C(=O)Nc3ccccc3-c3nc4ccccc4[nH]3)cc2)CC1	3	6	29*	-46	-26	-0.6	2	7	-1
O=C(CSc1nc(-c2ccco2)cc(C(F)(F)F)n1)NCCCN1CCOCC1	-21	-3	-7	-7	3	0.5	-15	-10	10
CSc1nsc(SCC(=O)Nc2ccc(C(C)=O)cc2)n1	8	2	4	-3	8	1.4	0	2	4
COc1ccc(C(=O)N2CCSC2=S)cc1OC	6	-4	-1	8	3	-1.7	3	10	0
Cc1ccccc1CSCCNC(=O)c1ccc(Cl)c(S(=O)(=O)N2CCOCC2)c1	4	0	-2	0	-3	-2.3	3	3	1
CCC(C)Oc1nc2c(c(=O)n(C)c(=O)n2C)n1C (configuration not stated)	2	-2	-2	5	-8	1.1	7	-3	-4
N#Cc1ccc(C(=O)NCCCSc2ccccc2)cc1	4	2	0	1	0	-1.4	3	2	-6
O=S(=O)(c1ccc2c(c1)OCCO2)N1CCN(c2ncnc3sccc23)CC1	2	-3	-1	0	-3	-0.1	4	-5	-2
O=C(CNS(=O)(=O)c1cccs1)Nc1ccc2c(c1)OCCO2	-4	7	0	1	5	-2.9	5	0	2
O=C(c1cnn(C(=O)c2cccc(S(=O)(=O)N3CCOCC3)c2)c1)c1cc(Cl)cc(Cl)c1O	2	-1	-3	-4	4	-2.2	2	-3	0
Cc1c(Nc2nc(C(F)(F)F)nc3ccccc23)c(=O)n(-c2ccccc2)n1C	-1	-1	-1	5	2	3.5	5	-1	3
COCCN1C(=O)N[C@@H](c2ccccc2)[C@H](C(C)=O)[C@H]1C	10	-5	6	-2	9	0.2	6	-1	5
Cc1cc(C)c(S(=O)(=O)N2CCOC2CNC(=O)C(=O)NCCN(C)C)c(C)c1 (configuration not stated)	13	0	6	3	7	1.1	7	-1	6
CC(C)CN(C(=O)CSc1nncn1C)C1CCS(=O)(=O)C1 (configuration not stated)	-11	.	.	-4	.	.	-13	3	0
CCOC(=O)N1CCN(Cc2nc(N)nc(Nc3ccc(OCC)cc3)n2)CC1	0	-1	-5	-1	-2	0.7	0	-5	-2
O=C(COc1ccc2oc3c(c2c1)CCCC3)Nc1ccccn1	0	0	0	-10	0	2.1	-1	9	4
Fc1ccc(NCc2cn3ccccc3n2)cc1	8	-4	-3	5	2	0.5	6	3	4
O=C(NCc1ccccn1)C1CCC(=O)N1C1CCCC1 (configuration not stated)	5	-1	3	-5	1	-5.3	8	1	0
COC(=O)C(Cc1ccc(O)cc1)NC(=O)NC12CC3CC(CC(C3)C1)C2 (configuration not stated)	6	1	3	0	1	-3.8	0	2	1
COCC(=O)Nc1nnc(-c2cccs2)s1	-3	-1	1	1	2	-0.3	0	2	3
N#Cc1ccccc1Cn1c(=O)n(Cc2ccc(C(=O)NCc3ccco3)cc2)c(=O)c2ccccc21	-4	0	-3	-2	-2	0.2	0	2	2
COc1ccc(NC(=O)c2ccccc2-c2ccccc2C(=O)O)cc1	5	-4	6	-4	7	0.5	1	2	8
Clc1ccccc1CN1CCN(/N=C/C=C/c2ccco2)CC1	-2	1	-1	-4	3	1.4	7	-5	0
CCOC(=O)c1nc(C)nc(Sc2n[nH]c(-c3ccc(C(C)(C)C)cc3)n2)c1C	4	-2	1	-5	-8	2.0	3	3	6
Cc1cc(OCC(=O)Nc2ccc(CCO)cc2)c2c(C)c(C)c(=O)oc2c1	5	-1	4	0	3	-0.6	5	-1	9
O=[N+]([O-])c1ccc(N(CCO)Cc2ccccc2)c([N+](=O)[O-])c1	-1	0	-4	1	-4	0.1	-2	1	-6
CCOC(=O)C1(Cc2ccccc2C(F)(F)F)CCN(C2CCC2)CC1	-2	4	-2	0	-13	1.0	5	-3	3
CC(OC(=O)C1CC(=O)N(Cc2ccccc2)C1)C(=O)Nc1ccccc1[N+](=O)[O-] (configuration not stated)	0	2	4	10	-3	-4.6	5	0	-10
Cc1ccc(C(=O)Nc2nnc(CC(=O)N/N=C/c3ccncc3)s2)cc1	-1	10	-6	-5	-8	0.6	1	4	-5
c1ccc(-n2nnnc2Cc2nnnn2-c2ccccc2)cc1	4	-4	-3	1	4	-1.6	5	3	4
COc1ccc(NC(=O)CSc2nnc(C3CC3)n2-c2ccccc2)cc1	3	2	-4	7	-2	-1.9	2	3	3
Nc1nc(Nc2cccc(C(F)(F)F)c2)nc(C(F)(F)F)n1	3	-4	0	2	-10	1.0	1	2	2
CCc1cccc(N(C(=O)c2csnn2)C(C(=O)NC2CCCCC2)c2ccncc2)c1 (configuration not stated)	13	-1	7	4	10	0.1	5	0	-1
CCOC(=O)N1CCN(C(c2ccc(Cl)cc2)c2sc3nc(C)nn3c2O)CC1 (configuration not stated)	1	-2	-5	-5	8	-1.1	0	2	-3
COc1cccc(Nc2nc(-c3cccs3)nc3ccccc23)c1	4	3	-24	-41	-28	-7.7	3	-5	2
CC1c2ccccc2N(NC(=O)Cc2ccccc2)C1C (configuration not stated)	-8	1	1	0	-2	3.8	-4	0	7
COc1ccc(NC(=O)N(C2CCCCC2)C(C)c2ccco2)c(OC)c1 (configuration not stated)	8	2	5	1	11	-2.3	5	-1	3
CC(=O)N/N=C(\C)CC(=O)Nc1cccc2c1CCCC2	6	-6	0	-1	3	-3.3	4	-3	1
CC1=NN(C(=O)c2ccc(Cn3nc(C)cc3C)o2)C(O)(C(F)(F)F)C1 (configuration not stated)	0	0	1	0	10	-0.6	-1	0	2
Cc1ccccc1OCC(=O)OC(C)C(=O)NC1CCCC1 (configuration not stated)	3	.	.	0	.	.	1	-3	-1
CCNc1nc(NCC)nc(SCCOC(=O)COc2ccc(Cl)cc2Cl)n1	5	-5	-6	0	-1	1.8	7	3	3
Cc1ccc(S(=O)(=O)N2CCC(=O)N(CCOCc3cccc(Cl)c3)CC2)cc1	-4	-2	-1	10	-2	1.2	3	1	2
COc1c2c(cc3c1C(CC(O)Cc1ccccc1)N(C)CC3)OCO2 (configuration not stated)	10	2	1	-1	-1	-1.9	8	-1	7
CCN(CC)c1nc2c(s1)C(=O)CC(C)(C)C2	2	-2	7	0	5	0.2	4	-4	2
Cc1ccc(-n2ncc3c(Nc4c(C)n(C)n(-c5ccccc5)c4=O)ncnc32)c(C)c1	-4	1	-3	-5	7	0.5	0	-4	7
COc1cccc(OC)c1C(=O)NCCOc1cc(C)cc(C)c1	7	-2	0	6	1	1.6	-4	-3	5
CN1CCN(NC(=O)CN2C(=O)/C(=C/c3c(Cl)cccc3Cl)SC2=S)CC1	11	-2	-25	-33	-2	3.3	10	-3	-3
N/C(=N\OC(=O)c1cc(Cl)ccc1Cl)c1ccncc1	-3	-2	4	3	0	0.5	-2	0	-1
Cc1c(C(=O)O)c2cc(O)ccc2n1-c1ccccc1	5	-1	3	4	0	0.9	2	0	-9
Cc1cccc(NC(=O)Cc2c(F)cccc2Cl)n1	7	-2	3	3	0	-1.2	4	2	-2
CN1CCN(C(=S)c2ccc(-c3cccc(Cl)c3Cl)o2)CC1	14	0	4	-1	-3	-6.5	6	4	6
O=C(CN1CCN(C(=O)C2CC2)CC1)Nc1cc(C(F)(F)F)cc(C(F)(F)F)c1	-4	.	.	2	.	.	-6	4	2
Cn1c(=O)c2c(nc(Br)n2Cc2ccc3ccccc3c2)n(C)c1=O	12	-5	1	-1	-2	0.2	3	6	11

Later entries:
SMILES	MCL1-BIM inh	TPT1 inh	Fam108B inh	PME-1 primary	GSTO1 counter	MEX-5 binding	BCLXL inh	PAD4 FP inh	GLD-1 TGE inh
CCN(CC)C(=O)C1=C(C)NC(=S)NC1c1cn(-c2ccccc2)nc1-c1ccc(Cl)cc1 (configuration not stated)	-2	2	-11	-14	3	1.5	-3	-1	3
NC(=O)[C@@H]1CCCCNc2c(F)cc([N+](=O)[O-])cc2C(=O)N[C@@H](CC(=O)O)C(=O)NCC(=O)N1	2	0	-1	-4	8	-2.9	-1	4	10
COc1ccc(C2C3C=CCC(c4cccc(-c5ccc(C)cc5)c4)C3C(=O)N2Cc2ccccc2)cc1Cl (configuration not stated)	-2	0	-1	-9	-3	0.0	0	-1	-3
Cc1cccc(N2C(=O)N3[C@H](c4ccc(Br)cc4)[C@@H]4C(=O)N(C(C)(C)C)C(=O)[C@@H]4[C@]3(C)C2=O)c1	-7	2	2	0	2	0.8	-2	1	5
Cn1c(=O)[nH]c(=O)c2c1nc(SCCCO)n2CCCc1ccccc1	-8	1	-3	-4	5	-0.8	-7	1	10
CCn1c2ccccc2c2cc(NC(=O)c3ccc(Br)o3)ccc21	0	23	-1	11	20	-1.3	4	-11	-9
CCn1cc([N+](=O)[O-])c(C(=O)N2CCOCC2)n1	1	-3	0	5	-2	-0.2	4	-1	0
CS(=O)(=O)N1N=C(c2cccs2)CC1c1ccc(Cl)o1 (configuration not stated)	4	-3	4	-1	3	1.7	4	1	-2
CCn1nc(C)c(C(=O)Nc2cc(Oc3cc(C)cc(C)c3)cc([N+](=O)[O-])c2)c1C	-5	-2	-9	-6	-8	-1.2	1	6	5
C=CCn1c(SCC(=O)Nc2cc3oc4ccccc4c3cc2OC)nnc1-c1cnccn1	5	3	-2	-1	13	1.0	6	6	9
Cc1nc2cc(Cl)ccc2c(=O)n1Cc1ccncc1	2	-1	-3	-3	2	0.6	5	1	0
